Compound activity from PubChem.
Vif-APOBEC3F blk = inhibitors of Vif-A3F interaction; HeLa A3F-eYFP + Vif (tagged APOBEC3F with the HIV-1 protein that degrades it), YFP fluorescence increase; Potency, µM (top dose mostly 46.1 µM), inactives show top-dose activity, negative = active; 390,000 compounds, 0.2% hits; further: potency means the concentration at half of the fitted maximal effect; % of control where 0% means no effect; nearly all actives have a fitted effect of over 65% in size
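Fluorescence increase (Ex 488/Em 500-530) after overnight compound treatment at 37 deg C flags inhibition of Vif-driven A3F-eYFP loss in stable HeLa A3F-eYFP/Vif cells seeded overnight beforehand.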
TrxR1 substrate = substrates of rat thioredoxin reductase 1; purified TrxR1 substrate turnover, NADPH consumption readout; Potency, µM (highest dose often 114 µM), without a hit: at the highest dose activity change, negative = substrate turnover; O89049; AID 588456; 390,000 compounds, 0.01% hits; further: potency means the concentration at half of the fitted maximal effect; on the % scale 0 is the no-effect control and ±100 the full control effect; nearly all actives have a fitted effect of over 50% in size
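Rat TrxR1, dispensed at 90 nM, was prereduced with 400 uM NADPH (final) for 5 min at ~22 deg C, then incubated with compound 15 min before 400 uM selenite. A first-read NADPH fluorescence drop versus no-compound background flagged substrates.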
mIDH1 inhibitor = blocks human mutant IDH1 R132H enzyme; O75874; Potency, µM (top dose mostly 76.6 µM), for the others: top-dose activity change, negative = inhibition, most hits filed as inhibitors; 390,000 compounds, 0.093% hits; IDH1-R132H enzyme, NADPH consumption, diaphorase/resazurin fluorescence; further: potency means the concentration at half of the fitted maximal effect; on the % scale 0 is the no-effect control and ±100 the full control effect; nearly all actives have a fitted effect of over 65% in size
Target sequence (O75874 whole entry R132H, stated change not applied): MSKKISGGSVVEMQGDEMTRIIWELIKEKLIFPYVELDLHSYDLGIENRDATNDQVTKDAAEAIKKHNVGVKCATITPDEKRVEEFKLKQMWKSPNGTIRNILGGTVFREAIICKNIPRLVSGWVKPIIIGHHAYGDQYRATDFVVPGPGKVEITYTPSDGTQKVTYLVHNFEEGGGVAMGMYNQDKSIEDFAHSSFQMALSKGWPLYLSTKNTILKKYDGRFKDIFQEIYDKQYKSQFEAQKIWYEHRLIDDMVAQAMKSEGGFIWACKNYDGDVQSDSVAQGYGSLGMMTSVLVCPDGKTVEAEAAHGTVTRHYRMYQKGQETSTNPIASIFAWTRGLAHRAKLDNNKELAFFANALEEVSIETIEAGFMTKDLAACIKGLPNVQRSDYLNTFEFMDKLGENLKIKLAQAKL
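IDH1-R132H (0.5 ug/mL) preincubated 30 min with compound, then NADPH (0.016 mM) and alpha-KG (2 mM) added; 80 min at RT, pH 7.5. Remaining NADPH coupled via diaphorase/resazurin to fluorescence (540/590 nm); concentration-response curves normalized to no-enzyme control.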
USP1-UAF1 inh = blocks the human USP1/UAF1 deubiquitinase complex; O94782; Potency, µM (top dose mostly 57.1 µM), for the others: top-dose activity change, negative = inhibition, most hits filed as inhibitors; 390,000 compounds, 0.23% hits; recombinant USP1/UAF1, Ub-Rhodamine cleavage fluorescence; further: potency means the concentration at half of the fitted maximal effect; on the % scale 0 is the no-effect control and ±100 the full control effect; nearly all actives have a fitted effect of over 60% in size; inactives centre near -12
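High-throughput fluorogenic screen: 1nM USP1/UAF1 complex, Ub-Rho substrate 150nM final, 50mM HEPES pH 7.8 with 0.5mM EDTA, 0.1 mg/ml BSA, 1mM TCEP and 0.01% Tween-20.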
GRP78 ERSR act = induces the endoplasmic reticulum stress response in human glioma cells; U87-MG GRP78 promoter luciferase reporter, 16 h; Potency, µM, for inactives: at the top dose activation, usual class: activators; 420,000 compounds, 0.02% hits; AID 602332; further: potency means the concentration at half of the fitted maximal effect; series mostly up to about 76 µM; % of control where 0% means no effect; nearly all actives have a fitted effect of over 35% in size
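Stably transfected U87-MG glioma cells carrying a GRP78-based luciferase sensor; 16 h compound incubation. Luminescence end-point read 10 min after Bright-Glo addition at room temperature.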
RGS4 inhibitor = blocks human RGS4-accelerated GTP hydrolysis; P49798; Transcreener GDP fluorescence polarization, RGS4-accelerated GTP hydrolysis; Potency, µM (highest dose often 114 µM), for the others: at the top dose activity change, negative = inhibition, usual class: inhibitors; 390,000 compounds, 0.039% hits; AID 504845; further: potency means the concentration at half of the fitted maximal effect; on the % scale 0 is the no-effect control and ±100 the full control effect; nearly all actives have a fitted effect of over 75% in size; some results filed as inactive show a strong effect at the top dose
Target sequence (P49798 whole entry, looked up): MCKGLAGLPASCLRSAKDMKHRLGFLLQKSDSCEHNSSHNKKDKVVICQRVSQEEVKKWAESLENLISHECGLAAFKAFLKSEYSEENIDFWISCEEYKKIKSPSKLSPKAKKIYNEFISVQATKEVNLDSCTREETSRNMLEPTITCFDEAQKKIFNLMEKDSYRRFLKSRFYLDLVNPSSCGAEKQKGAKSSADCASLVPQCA
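MLSMR compounds (23 nl, pin-transferred) preincubated 10 min at room temperature with a 500nM (2x) first reagent, then RGS4 at 900nM (2x) plus Transcreener GDP mix added; fluorescence polarization (620/688 nm) read before and after 90 min at 30 °C.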
Vif-A3G inh = blocks the Vif interaction with human APOBEC3G. Q9HC16. AID 602310. 410,000 compounds, 0.076% hits. Potency, µM (highest dose often 46.1 µM), without a hit: at the top dose activity, negative = active, hits mostly inhibitors. HeLa A3G-eYFP + Vif (tagged APOBEC3G with the HIV-1 protein that degrades it), YFP fluorescence, overnight;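 further: potency means the concentration at half of the fitted maximal effect; on the % scale 0 is the no-effect control and ±100 the full control effect; nearly all actives have a fitted effect of over 60% in size; hits raise eYFP signal because A3G escapes Vif-driven loss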
Target sequence (Q9HC16 whole entry, looked up): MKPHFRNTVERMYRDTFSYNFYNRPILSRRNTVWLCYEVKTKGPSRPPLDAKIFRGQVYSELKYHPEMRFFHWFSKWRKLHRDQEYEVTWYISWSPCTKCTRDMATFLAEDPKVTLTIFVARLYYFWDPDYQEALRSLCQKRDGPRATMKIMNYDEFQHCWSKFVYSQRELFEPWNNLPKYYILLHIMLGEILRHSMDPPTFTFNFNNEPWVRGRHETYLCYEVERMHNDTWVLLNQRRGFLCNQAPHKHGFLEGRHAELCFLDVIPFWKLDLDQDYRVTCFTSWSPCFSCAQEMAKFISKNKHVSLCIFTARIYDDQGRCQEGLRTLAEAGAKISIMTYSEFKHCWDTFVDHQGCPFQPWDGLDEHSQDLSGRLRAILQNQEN
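Read-out is eYFP fluorescence (Ex 488/Em 500-530) from Vif-expressing HeLa A3G-eYFP cells; more signal means A3G escaped Vif-mediated degradation. Cells plated overnight, compound pinned in, incubated overnight at 37 deg C.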
LDHA inh = LDHA (human) enzyme inhibition; P00338; purified LDHA, NADH/diaphorase-resazurin fluorescence; active compounds read low; activity change, % (values are at about 110 or 230 µM); 480,000 compounds, 0.15% hits; in the data active means activity change below about -30%; inconclusive means mostly about -25% to -30%;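 further: plate controls were DMSO wells for no effect and wells without enzyme for full effect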
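Human LDH5 (2 nM) was incubated with 0.06 mM NADH and 0.2 mM pyruvate for 5 min at room temperature in Tris pH 7.4. Remaining NADH was coupled through diaphorase/resazurin, and resorufin fluorescence was read at 0 and 20 min.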
TrxR1 inh = rat TrxR1 inhibition; recombinant rTrxR1, NADPH fluorescence consumption, selenite substrate; O89049; AID 588453; 390,000 compounds, 1% hits; Potency, µM (series often up to 114 µM), for the others: at the highest dose activity change, negative = inhibition, usual class: inhibitors; further: potency means the concentration at half of the fitted maximal effect; on the % scale 0 is the no-effect control and ±100 the full control effect; nearly all actives have a fitted effect of over 65% in size
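Rat TrxR1 (90 nM in the dispensed reagent) was pre-reduced with 400 uM NADPH for 5 min at room temperature, then incubated with compound for 15 min. After 400 uM selenite was added, NADPH fluorescence (Ex 340/Em 450 nm) was followed for 8 min.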
Starred values were filed as active, the others as inactive; u = inconclusive; & = joins results of further samples; [ ] = another dose, or the depositor's remark. Unless noted, the call rests on the fitted dose curve; in most records, active means well fitted curve in the direction sought with a large enough effect; inconclusive means small, poorly fitted or top-dose-only effect, or another doubt; inactive means no such curve, though single readings can be large; an effect the other way counts as inactive or inconclusive. This is a subset; rates above refer to the full screens.

| compound | TrxR1 substrate | LDHA inh | RGS4 inhibitor | GRP78 ERSR act | USP1-UAF1 inh | Vif-A3G inh | mIDH1 inhibitor | Vif-APOBEC3F blk | TrxR1 inh |
| --- | --- | --- | --- | --- | --- | --- | --- | --- | --- |
| Cc1cc2[nH]c(=O)c(=O)[nH]c2cc1S(=O)(=O)Nc1cccc(Cl)c1C | 15% | -11 | -1% | -1% | -11% | -2% | -7% | -3% | 38% |
| O=C(Nc1ccc(F)cc1F)c1csc(-c2ccncc2)n1 | -22%[57.1 µM] | 1 | -4% | 2% | -2% | -3% | 14% | -1% | 2%[57.1 µM] |
| COc1cc(OC)c(NC(=O)C(C)n2nc(-c3ccc(C)cc3)c3c(c2=O)CCCC3)cc1Cl (stereo unspecified) | 3% | -1 | 0% | 0% | -10% | 3% | 11% | 7% | 24% |
| O=C(NCCc1ccccc1)c1cc(-c2ccccc2)c(N2CCOCC2)s1 | 4% | 2 | u | -3% | -15% | 4% | 14% | -3% | 20% |
| CCOc1ccc(CNC(=O)c2sc3ncnc(N(C)C4CCCCC4)c3c2C)cc1 | -5%[57.1 µM] | 3 | 0% | -4% | u | 5% | -12% | -5% | 9%[57.1 µM] |
| O=C(c1cc2nc(-c3ccco3)cc(C(F)(F)F)n2n1)N1CCN(Cc2ccccc2)CC1 | 35% | -2 | 15% | -4% | -9% | 0% | 9% | -2% | -1% |
| S=C(Nc1cccc(Cl)c1)Nc1ccccc1Oc1ccccc1 | -1% | 0 | -28% | -9% | -20% | -5% | 9% | 3% | -15% |
| O=C(c1ccc(Cl)s1)N1CCN(c2ccccc2)CC1 | 9% | 4 | -35% | 1% | -17% | -1% | 18% | 1% | -11% |
| Cc1ccc(S(=O)(=O)NCC(=O)N(CCc2ccccc2)CC(=O)NCc2ccco2)cc1 | 2% | -3 | -11% | 1% | -18% | -7% | 4% | 7% | 22µM* |
| CCCC(C)NC(=O)Cc1ccccc1[N+](=O)[O-] (stereo unspecified) | 0% | -8 | 1% | 2% | -20% | 0% | 0% | -17% | 2% |
| O=C1C=CC(=O)N1c1ccc(Nc2ccccc2)cc1 | -1%[2.29 µM] | 11 | u | 1% | -15% | -3% | -6% | -12% | u |
| CN(C)CCCNC(=O)CCC1CCCCC1 | -4% | -3 | -7% | 2% | -9% | 0% | 6% | 0% | -7% |
| COc1ccc(N2C3=C(CC4=C2CC(C)(C)CC4=O)C(=O)CC(C)(C)C3)cc1 | 0% | 9 | u | -12% | u | -25% | 0% | -8% | u |
| CC(C)CN(C(=O)COC(=O)c1ccc2c(c1)OCCO2)c1c(N)n(Cc2ccccc2)c(=O)[nH]c1=O | -2% | -8 | -2% | -4% | -3% | -1% | 5% | 10% | 0% |
| CCC(C(=O)NC1CC(C)(C)NC(C)(C)C1)c1ccccc1 (stereo unspecified) | 6% | -7 | 13% | -5% | 4% | 0% | -2% | 0% | 32% |
| Cc1cc(C)nc(NC(=O)c2cccs2)n1 | 3% | -10 | 21% | -3% | -12% | 1% | 8% | 2% | 10% |
| NC(=O)C1=C[C@@H](c2ccc(Br)cc2)C[C@@H](OCc2ccc(CO)cc2)O1 | 5% | 1 | -20% | 0% | -9% | -4% | 12% | -12% | 10% |
| Cc1ncc(C(=O)Nc2ccccc2)[nH]1 | 4%[57.1 µM] | -9 | 5% | -2% | -7% | 0% | 2% | 1% | 16%[57.1 µM] |
| CCN=C1S/C(=C\c2cc(Br)c(O)c(OC)c2)C(=O)N1CC | -4% | 1 | -8% | 6% | u | -22% | 9% | u | 17% |
| COCCn1c(=N)c(S(=O)(=O)c2ccc(F)cc2)cc2c(=O)n3cccc(C)c3nc21 | 49%[activator] | -8 | -1% | -3% | -9% | 4% | -6% | -8% | 62%[activator] |
| CN(C)C(=O)c1ccccc1NC(=O)Cc1cccc2ccccc12 | 4% | 1 | 11% | -4% | -19% | 2% | -1% | 1% | 19% |
| CN(CCC1CCCCO1)Cc1cn(C)nc1-c1ccc2c(c1)OCCO2 (stereo unspecified) | -2% | -4 | 4% | -5% | -9% | 0% | -1% | 0% | 23% |
| CCCCCn1c(=O)c(C(=O)c2ccccc2)nc2ccccc21 | -1% | 2 | 7% | -5% | -20% | -2% | 1% | -2% | 8% |
| COc1ccc(C2C3=C(CC(C)(C)CC3=O)OC(N)=C2[N+](=O)[O-])cc1 (stereo unspecified) | -6% | -9 | 20% | -3% | -2% | -1% | -2% | 2% | 2% |
| Cc1n[nH]c(C)c1N1C(=O)c2cccc3cc(Br)cc(c23)C1=O | -9% | -7 | -7% | 0% | 3% | 2% | 15% | -2% | -10% |
| O=C(O)c1cc(-c2ccccc2)n(-c2ccc(Cl)cc2)n1 | 10%[57.1 µM] | -7 | -39% | -3% | 2% | -1% | 14% | 13% | 15%[57.1 µM] |
| Cc1[nH]c2ccccc2c1/C=N/NC(=O)c1cc(C(C)(C)C)[nH]n1 | 4%[57.1 µM] | -1 | 7% | 3% | -5% | -17% | 6% | 6% | 11%[57.1 µM] |
| CCc1ccc(C(=O)NNC(=O)OC)cc1 | 10%[57.1 µM] | -5 | u | -2% | -1% | 3% | 4% | 10% | 2%[57.1 µM] |
| CCOC(=O)c1cc2c(=O)n3ccccc3nc2n(CC(C)C)c1=NC(=O)c1c(-c2c(F)cccc2Cl)noc1C | 34%&30%[activator] | -3&-10 | -21%&25% | -3% | -18%&-8% | 0% | -4% | u | -1%&1% |
| CCOC(=O)C1CCN(C(=O)C2COc3ccccc3O2)CC1 (stereo unspecified) | 4% | -6 | -3% | -4% | u | -2% | -1% | u | 17% |

Remaining list, next part
| compound | TrxR1 substrate | LDHA inh | RGS4 inhibitor | GRP78 ERSR act | USP1-UAF1 inh | Vif-A3G inh | mIDH1 inhibitor | Vif-APOBEC3F blk | TrxR1 inh |
| --- | --- | --- | --- | --- | --- | --- | --- | --- | --- |
| CC(C)CCNC(=O)NC(=O)COC(=O)CNC(=O)C1CCCCC1 | 7% | 1 | -5% | -4% | -9% | -4% | 1% | 0% | 20% |
| CCN(C(=O)CN1CCCc2cc(C)ccc21)c1c(N)n(Cc2ccccc2)c(=O)[nH]c1=O | 6% | 10 | -24% | -9% | -13% | -28% | 2% | u | 0% |
| Cn1c(Cn2nnc3ccccc32)nnc1SCC(=O)N1CCc2ccccc21 | -6% | -4 | -7% | -2% | -21% | 2% | -2% | 1% | -7% |
| CCOc1ccc(NC(=O)NNC(=O)C2CCC(C(C)(C)C)CC2)cc1 (stereo unspecified) | 3% | -10 | 28% | -5% | -10% | 4% | 2% | -2% | 25% |
| CC(=O)c1cccc(NC(=O)CCNC(=O)c2cccc(C)c2)c1 | 4% | -5 | 9% | -4% | -6% | 3% | -7% | 7% | 23% |
| CC(=O)Nc1ccc(S(=O)(=O)N=S(C)C)cc1 | 8%[57.1 µM] | -4 | 5% | -3% | 10% | 2% | 6% | 1% | 1% |
| COc1ccc(/C=N/NC(=O)c2ccc3c(c2)OCCO3)c(OC)c1 | -1%[57.1 µM] | -7 | -9% | 3% | -4% | 0% | 2% | 2% | -5%[57.1 µM] |
| CCOC(=O)c1ccccc1NC(=O)c1ccc(F)cc1 | -1% | 4 | 0% | -1% | -9% | 0% | 5% | -2% | 20% |
| COc1ccc(CCNC(=O)CN2C(=O)COc3ccc(C)cc32)cc1OC | 4% | -4 | 2% | -3% | -13% | -8% | 1% | 1% | 10% |

6 records drawn at random from those above, as already listed:
| compound | TrxR1 substrate | LDHA inh | RGS4 inhibitor | GRP78 ERSR act | USP1-UAF1 inh | Vif-A3G inh | mIDH1 inhibitor | Vif-APOBEC3F blk | TrxR1 inh |
| --- | --- | --- | --- | --- | --- | --- | --- | --- | --- |
| CC(=O)Nc1ccc(S(=O)(=O)N=S(C)C)cc1 | 8%[57.1 µM] | -4 | 5% | -3% | 10% | 2% | 6% | 1% | 1% |
| CCOc1ccc(NC(=O)NNC(=O)C2CCC(C(C)(C)C)CC2)cc1 (stereo unspecified) | 3% | -10 | 28% | -5% | -10% | 4% | 2% | -2% | 25% |
| COc1ccc(CCNC(=O)CN2C(=O)COc3ccc(C)cc32)cc1OC | 4% | -4 | 2% | -3% | -13% | -8% | 1% | 1% | 10% |
| CC(C)CCNC(=O)NC(=O)COC(=O)CNC(=O)C1CCCCC1 | 7% | 1 | -5% | -4% | -9% | -4% | 1% | 0% | 20% |
| CC(=O)c1cccc(NC(=O)CCNC(=O)c2cccc(C)c2)c1 | 4% | -5 | 9% | -4% | -6% | 3% | -7% | 7% | 23% |
| CCOC(=O)c1ccccc1NC(=O)c1ccc(F)cc1 | -1% | 4 | 0% | -1% | -9% | 0% | 5% | -2% | 20% |
